Screens deposited in PubChem BioAssay by several laboratories.
PPARg SRC-1 ag = PPARgamma agonists recruiting SRC-1 coactivator, primary screen, biochemical; Peroxisome proliferator-activated receptor gamma (Homo sapiens), P37231; PPARgamma-SRC-1 coactivator recruitment biochemical assay; activation, % at 8 µM; 0.41% of 200,000 active; in the data active = activation above about 19%;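 also: 0% = DMSO and 100% = reference agonist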
Target sequence (P37231 whole entry, looked up): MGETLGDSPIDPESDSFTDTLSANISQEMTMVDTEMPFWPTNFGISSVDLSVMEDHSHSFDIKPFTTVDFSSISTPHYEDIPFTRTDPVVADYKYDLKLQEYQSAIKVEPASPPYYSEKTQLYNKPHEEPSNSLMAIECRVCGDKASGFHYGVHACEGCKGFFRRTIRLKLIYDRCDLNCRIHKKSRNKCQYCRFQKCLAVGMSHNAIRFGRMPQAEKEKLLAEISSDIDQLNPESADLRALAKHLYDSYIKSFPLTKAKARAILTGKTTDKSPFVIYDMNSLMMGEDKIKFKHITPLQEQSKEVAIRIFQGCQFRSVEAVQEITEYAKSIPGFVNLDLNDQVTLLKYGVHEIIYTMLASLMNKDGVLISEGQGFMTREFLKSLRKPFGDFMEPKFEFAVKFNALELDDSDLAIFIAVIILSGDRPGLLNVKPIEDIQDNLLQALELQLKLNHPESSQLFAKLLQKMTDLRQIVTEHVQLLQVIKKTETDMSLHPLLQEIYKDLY
TNAP act hiacc = TNAP activators at high phosphate acceptor level, primary screen, biochemical, luminescence, uHTS; Alkaline phosphatase, tissue-nonspecific isozyme (Homo sapiens), P05186; purified TNAP, CDP-star luminescence, 1 M DEA, 30 min; active compounds read high; 0 = EDTA background, 1 = DMSO-only activity; activation factor at 20 µM; 200,000 tested, under 10 active; AID 1136, 2008;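 active = activation factor at least 2 at 20 µM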
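Measured by: Luminescent substrate turnover signal | Test system: Human TNAP | Input: TNAP 1/800 final | Dosing: 20 µM single point | Schedule: 30 min, room temperature | Controls: EDTA wells as negative control, DMSO wells as positive control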
bIAP act = bovine intestinal alkaline phosphatase activators, primary screen, biochemical, bovine IAP, CDP-star luminescence; 0.17% of 200,000 active; activation factor at 20 µM; purified bovine IAP, 30 min; active compounds read high; fold of DMSO-control signal, blank-subtracted;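 active = activation factor of 2 or more at 20 µM, a signal rise over negative controls twice the positive control's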
STAT3 inh = IL-6 driven STAT3 reporter inhibitors, primary screen, U3A cells, luciferase, luminescence, MLSCN library; IL-6 STAT3-luciferase reporter; host cell line lacks STAT1; inhibition, % at 5.5 µM; 0.89% of 190,000 active; AID 862, 2007;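 active = inhibition above the mean inhibition across all screened compounds plus 3 SD, cut at about 44% in these data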;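 also: 0% = DMSO only wells and 100% = 100 µM nifuroxazide control wells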
bIAP inhibitor = bovine intestinal alkaline phosphatase inhibitors, primary screen, selectivity assay for TNAP inhibitor project, biochemical, bovine IAP, CDP-star luminescence; alkaline phosphatase, intestinal [Bos taurus]; purified bovine IAP, 30 min; inhibition, % at 20 µM; 190,000 tested, under 10 active;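 active = over 50% inhibition of intestinal alkaline phosphatase at 20 µM in the single-dose screen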
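Assay system: bovine IAP enzyme; medium: DEA buffer 100 mM, pH 9.8, with MgCl2 1.0 mM, ZnCl2 0.02 mM; doses: 20 µM single dose; incubation: enzyme reaction for 30 min at room temperature; detection: CDP-star luminescence signal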
PPARg SRC-2 ag = agonists of PPARg-SRC-2 recruitment, primary screen, biochemical, HTS | Peroxisome proliferator-activated receptor gamma (Homo sapiens), P37231 | PPARgamma LBD-SRC-2 recruitment | activation, % at 8 µM | AID 1032, 2008 | 0.34% of 200,000 active; in the data active = activation above about 22%;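 also: 0% = vehicle and 100% = reference agonist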
TR-FRET SRC-2 ct = TR-FRET signal artefacts, primary screen, artefact control for PPARgamma SRC-2 agonist project, biochemical | TR-FRET ratio at 8 µM | AID 1049, 2008 | TR-FRET artefact counter-screen; active compounds read high | 0.4% of 200,000 active; in the data active = TR-FRET ratio above about 2000; also: inactives centre near 1500
ROMK primary = ROMK potassium channel modulators, primary screen, cell-based, thallium flux, MLSMR library; Tet-inducible ROMK, thallium flux fluorescence; actives lie on both sides; B-score at 10 µM; AID 1918, 2009; ATP-sensitive inward rectifier potassium channel 1 (Homo sapiens), P48048; 2% of 130,000 active;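 active = signal ratio slope over the read window, or its plate-corrected B-score, at least 3 SD from the plate mean, either direction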;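 also: B-score of the F/F0 ratio slope over 7 to 12 s after thallium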
Target sequence (P48048 whole entry, looked up): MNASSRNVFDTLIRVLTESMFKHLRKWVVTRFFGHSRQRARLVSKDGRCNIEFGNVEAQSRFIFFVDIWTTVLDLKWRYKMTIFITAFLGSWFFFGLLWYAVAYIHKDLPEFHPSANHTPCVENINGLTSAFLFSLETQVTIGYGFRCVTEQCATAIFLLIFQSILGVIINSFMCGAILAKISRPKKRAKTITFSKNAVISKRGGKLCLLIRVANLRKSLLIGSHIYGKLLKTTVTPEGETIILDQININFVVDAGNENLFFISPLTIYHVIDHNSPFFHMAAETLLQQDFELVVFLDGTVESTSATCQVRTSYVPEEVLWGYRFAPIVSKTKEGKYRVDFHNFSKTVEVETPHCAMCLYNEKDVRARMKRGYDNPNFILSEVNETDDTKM
STAT3 act = IL-6 driven STAT3 reporter potentiators, primary screen, U3A cells, luciferase, luminescence, MLSCN library. activation (% of control), % at 5.6 µM. 0.91% of 190,000 active. AID 871, 2007. IL-6 STAT3-luciferase reporter; 100% = signal with IL-6 EC80 alone;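 active = activation above the screen-wide mean of compound activation plus 3 SD, cut at about 130% in these data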;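 also: 0% = background luminescence of wells with medium and substrate only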
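System – human U3A cells carrying STAT3-luciferase construct · Probe or stimulus – Interleukin-6, 33 ng/mL · Schedule – compound 1 h, then IL-6 6 h at 37 °C · Signal – luminescence from STAT3-driven luciferase reporter · Evaluation – percent of IL-6-only median luminescence · Benchmarks – IL-6-only high control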
PPARg SRC3 recr = PPARgamma agonists recruiting SRC-3 coactivator, primary screen, biochemical; Peroxisome proliferator-activated receptor gamma (Homo sapiens), P37231; biochemical PPARgamma/SRC-3 coactivator recruitment assay; activation, % at 8 µM; 0.26% of 200,000 active; in the data active = activation above about 23%;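 also: 0% = DMSO and 100% = reference agonist; some compounds past the cut are filed as inactive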
STAT1 inh = STAT1 signaling inhibitors, primary screen, cell-based, HTS, luciferase reporter; NIH 3T3 STAT1-luciferase reporter, IFN-gamma, luminescence; inhibition, % at 5.5 µM; 0.35% of 200,000 active;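 active = inhibition above a set limit, the mean inhibition across all tested compounds plus 3 SD, cut at about 34% in these data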;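 also: 0% = IFN-gamma with DMSO and 100% = IFN-gamma with 300 µM nifuroxazide; values of inactives mirror those of a sister screen read the other way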
* hit, by the source's call; . = no result given.

SMILES	PPARg SRC-1 ag	TNAP act hiacc	bIAP act	STAT3 inh	bIAP inhibitor	PPARg SRC-2 ag	TR-FRET SRC-2 ct	ROMK primary	STAT3 act	PPARg SRC3 recr	STAT1 inh
CCN(CC(=O)Nc1sc2c(c1C#N)CCC(C)C2)Cc1nc2ccccc2c(=O)[nH]1 (centres undefined)	5	1	1.1	-9	-13	2	1806	0.64	108	6	-5
Cc1cc(Cl)ccc1NC(=S)NCCCO	-7	1	1	4	0	-7	1706	-0.48	99	-4	7
Cc1nn(CC(=O)O)c2ccccc12	0	1	0.9	8	9	9	1598	.	98	5	0
CCOCC(=O)Nc1nc(C)cc(C)n1	-7	1	0.9	-2	13	1	1448	1.6	103	1	-1
Cc1cccc(C(=O)NC(=S)N2CCN(C)CC2)c1	3	1	1	10	2	5	1615	.	94	9	14
Oc1ccccc1N1CCN(C(=S)Nc2ccc(SC(F)F)cc2)CC1	0	1.1	1.1	16	-12	-3	1601	0.071	90	-3	6
Cc1ccc(OCC(=O)n2nc(C)cc2C)c(C)c1	12	1	0.9	4	6	6	1601	.	100	13	3
COc1ccc(C(=O)Nc2ccc(Cl)cc2C(=O)N2CCCC(C)C2)cc1OC (centres undefined)	-4	1	0.9	-16	10	3	1524	-0.48	114	1	-12
COc1ccc(C(=O)N(CC(=O)NC(C)(C)C)c2ccc3c(c2)OCCO3)cc1OC	5	1.1	1	-1	3	4	1261	.	106	-7	0
COc1ccc(C2(CNC(=O)CCC(=O)O)CCCC2)cc1	7	1	1	-1	1	7	1461	.	101	-6	0
COc1ccc(C2=NN3C(C2)c2ccccc2OC32C(=O)N(C)c3ccccc32)cc1 (centres undefined)	3	1	0.9	-12	11	7	1596	.	120	17	6
CC(=O)c1sc(N/N=C2\CC3CC2C(C)C3(C)C)nc1C (centres undefined)	6	1	1	10	-3	3	1749	-0.78	96	1	-37
O=C(N=Nc1c(O)[nH]c2ccccc12)c1cccs1	3	1	1.1	20	-6	1	1613	-0.43	90	7	-43
CN1CCN(C(=O)c2ccc(C(F)(F)F)cc2)CC1	2	1.1	1.1	12	-5	13	1668	-0.15	94	1	0
Cc1cccnc1NC(N)=S	2	1	1.1	-4	-14	11	1514	0.0096	108	6	-10
N#CC1(c2nc3ccccc3[nH]2)CC1c1ccc2c(c1)OCO2 (centres undefined)	2	1	0.8	4	18	-1	1691	.	101	-13	5
Oc1c(/C=N/c2ncn[nH]2)ccc2ccccc12	8	1	1	-24	2	7	1806	.	126	14	-5
O=C1CCCN1c1ccc(Br)cc1	-1	1.1	0.9	3	12	1	1448	0.16	102	-6	3
CNC(=O)CSc1nnc(-c2ccncc2)n1Cc1ccccc1	0	1.1	0.9	10	6	-3	1559	0.68	96	-10	5
O=C(/C=C/NCc1cccnc1)C(F)(F)C(F)(F)F	6	1.1	1	10	-2	10	1673	-0.23	95	4	1
Cc1cc2c(cc(C(=O)N3CCC(C(=O)N4CCCC4)CC3)n2Cc2c(F)cccc2Cl)o1	5	1.1	1	15	-4	3	1555	.	94	0	1
CCOC(=O)CN1CCc2c(C)nc3c(-c4ccc(OC)c(OC)c4)cnn3c21	-2	1	1	-5	0	-2	1630	.	109	2	20
Cc1ccc(S(=O)(=O)NCC(=O)N(CC(=O)NC2CCCCC2)CC2CCCO2)cc1 (centres undefined)	9	1	1	12	-1	6	1491	-1	94	-3	1
O=C(CCN1C(=O)C2C3C=CC(C3)C2C1=O)N1CC(=O)N(CCc2ccccc2)C(=O)C1 (centres undefined)	8	1	1	17	4	-4	1525	.	90	0	3
COc1ccccc1NC(=O)CN1CCN(c2ccccc2F)CC1	-5	1.1	1	10	4	1	1632	0.45	93	3	2
Cc1ccccc1-c1nc(CS(=O)(=O)CC(=O)N2CCc3ccccc32)c(C)o1	-1	1	0.9	2	14	4	1488	.	103	0	-5
CN(C)c1ccc(C(=S)N2CCN(C(=S)Nc3ccccc3)CC2)cc1	-2	1	1	12	-3	6	1680	0.54	94	0	4
CCOc1ccccc1C(=O)Nc1nnc(SCC(=O)N2CCOCC2)s1	6	1.1	1.1	0	-15	1	1642	0.31	102	2	1
CCCC(=O)Nc1nc2c(OC)ccc(OC)c2s1	8	1.1	1	19	-4	6	1606	.	91	9	1
CCOC(=O)N1CCC(Nc2cccc(SC)c2)CC1	1	1	1	-12	3	11	1648	.	114	-1	12
O=C(c1cnn2c1NC(c1ccco1)CC2C(F)(F)F)N1CCN(c2cccc(Cl)c2)CC1 (centres undefined)	4	1	1.1	0	-8	16	1407	.	102	-2	5
CCN(CC(=O)Nc1ccc2c(c1)OCCO2)C(=O)C1CCCCC1	8	1	1	7	-4	8	1508	-0.67	98	-3	1
COc1cccc(NC2C=CS(=O)(=O)C2)c1 (centres undefined)	-1	1	1.1	-2	-10	3	1566	-0.18	104	-6	2
COc1ccc(CNC(=O)Cn2cc(C(F)(F)F)ccc2=O)cc1	-6	1.1	0.7	-5	30	-6	1599	0.24	106	-2	-14
Cc1cccc2cc(CN(Cc3ccco3)C(c3nnnn3CCc3ccccc3)C(C)C)c(=O)[nH]c12 (centres undefined)	4	1	1.1	0	-7	0	1592	.	102	-3	3
COC(=O)c1cn(NC(=O)Cn2nc([N+](=O)[O-])c(Br)c2C)c(=O)c2ccccc12	3	1.1	1	-10	0	-5	1605	0.02	109	1	9
Cc1ccc(C)c(NC(=O)CSc2ncnc3nc[nH]c23)c1	-5	1	1	6	-2	1	1715	.	99	8	6
CCC1(C(=O)OC)NC(c2ccco2)C2C(=O)N(c3ccc(F)cc3)C(=O)C21 (centres undefined)	0	1	1.1	4	-11	7	1651	0.66	103	4	1
O=C(Cn1ncn2c(cc3ccccc32)c1=O)NCc1ccco1	-3	1	1.1	6	-7	5	1541	-0.92	100	10	11
Cc1cc(C)n(-c2nc3nonc3nc2Nc2cccc(C)c2C)n1	-10	1	0.9	22	13	-5	1348	-3.9*	87	2	1
CCN(CC)S(=O)(=O)c1ccc(OC)c(N)c1	10	1	1	-1	5	3	1689	-0.048	109	0	-2
Cc1nc2sccn2c(=O)c1CCN1CCC(=C(c2ccc(F)cc2)c2ccc(F)cc2)CC1	10	1	0.9	9	8	-1	1627	.	94	4	2
N#CC(C#N)=C(Nc1ccc(F)cc1)SCc1cccc(Br)c1	-3	1.1	0.9	33	9	10	1746	-1.8	72	4	39*
COc1ccccc1Nc1nnc(SCC2CCCCO2)s1 (centres undefined)	9	1	1.1	64*	-8	3	1597	1.5	49	5	15
CCN(C(=O)c1ccccc1)c1ccc([N+](=O)[O-])cc1	-4	1	0.9	-6	10	6	1469	-0.67	105	-1	0
CCC(=O)Nc1sc2c(c1C#N)CCC2	-1	1.1	0.9	3	7	-3	1524	.	99	-4	7
O=C(CN1CCN(c2ccc(O)cc2)CC1)Nc1cc([N+](=O)[O-])ccc1Cl	10	1	0.5	2	.	11	1614	.	103	6	-6
COc1ccccc1N(C(=O)c1cncc(Br)c1)c1nc(-c2ccc(C)cc2)cs1	4	0.9	1	-4	2	2	1553	-0.36	103	-1	-7

Some of these compounds in order of formula weight, smallest number first:
SMILES	PPARg SRC-1 ag	TNAP act hiacc	bIAP act	STAT3 inh	bIAP inhibitor	PPARg SRC-2 ag	TR-FRET SRC-2 ct	ROMK primary	STAT3 act	PPARg SRC3 recr	STAT1 inh
CCC(=O)Nc1sc2c(c1C#N)CCC2	-1	1.1	0.9	3	7	-3	1524	.	99	-4	7
O=C(Cn1ncn2c(cc3ccccc32)c1=O)NCc1ccco1	-3	1	1.1	6	-7	5	1541	-0.92	100	10	11
Cc1cc(C)n(-c2nc3nonc3nc2Nc2cccc(C)c2C)n1	-10	1	0.9	22	13	-5	1348	-3.9*	87	2	1
COc1ccccc1Nc1nnc(SCC2CCCCO2)s1 (centres undefined)	9	1	1.1	64*	-8	3	1597	1.5	49	5	15

(continued)
SMILES	PPARg SRC-1 ag	TNAP act hiacc	bIAP act	STAT3 inh	bIAP inhibitor	PPARg SRC-2 ag	TR-FRET SRC-2 ct	ROMK primary	STAT3 act	PPARg SRC3 recr	STAT1 inh
c1coc(-c2nnc(NC3=NCCC3)o2)c1	1	1.1	1	-8	0	1	1438	.	110	6	-32
CN=C(Nc1cc(C)nn1CCC#N)c1ccccc1F	4	1	0.9	-1	5	5	1486	.	105	4	-6
COc1ccc(/C(O)=C2/C(=O)C(=O)N(CCCN(C)C)C2c2cccc(Cl)c2)cc1OC (centres undefined)	2	1	0.8	7	18	7	1476	0.23	97	-1	0
O=C(CN1CCCN(S(=O)(=O)c2ccc(Br)s2)CC1)Nc1ccc(Cl)cc1	4	1	0.8	-2	21	7	1664	-0.99	108	4	11
Cc1nc2scc(-c3cccs3)c2c(=O)n1-n1cccc1	9	1	1	1	4	10	1595	.	104	1	0
COc1cc(OC)c2c(c1)C(=O)c1cc(OC)cc(OC)c1C2=O	7	1	1	2	2	10	1636	.	103	12	1
O=S(=O)(c1ccc2nc(-c3ccccc3)[nH]c2c1)N1CCN(c2cccc(Cl)c2)CC1	2	1	0.9	-8	14	0	1685	2.1	111	-1	1
O=C(CSc1nnc(-c2ccc(Cl)cc2)n1Cc1ccco1)c1cccs1	0	1	0.8	-19	17	-7	1669	0.98	120	-3	5
COc1ccccc1CNC(=O)C(CCSC)NC(=O)C1CCC(C)CC1 (centres undefined)	3	1.1	1	-6	-4	2	1323	-1.2	102	-2	2
O=C(O)/C=C/C(=O)c1ccc2c(c1)NC(=O)CO2	-11	1	1	9	1	-3	1361	-1.3	103	-1	4
O=C(Nc1ccc(O)cc1)C1CCCO1 (centres undefined)	4	1	1	1	-1	-1	1464	0.62	97	-4	2
O=C(Cc1ccccc1)N/N=C/c1cccs1	1	1.1	0.9	4	9	-2	1514	0.58	103	4	-3
CCOc1cc(/C=N/NC(=O)Cn2nc([N+](=O)[O-])cc2C)cc(Br)c1OCc1ccccc1F	3	1	0.8	2	16	9	1668	1.5	99	7	1
